Source: PubChem BioAssay
mcGAS RapidFire = blocks mouse cGAS cGAMP production; hit rate 0.18% among 130,000; AID 1259397; inhibition, % at 12.5 µM; recombinant mouse cGAS, cGAMP by RapidFire MS; Q8C6L5;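 active = inhibition of cGAS enzyme activity at or above 60%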;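 also: enzyme stimulated by 45 bp dsDNA with ATP and GTP substrates; cGAMP share of summed cGAMP plus half ATP and half GTP signals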
Target sequence (Q8C6L5 whole entry, looked up): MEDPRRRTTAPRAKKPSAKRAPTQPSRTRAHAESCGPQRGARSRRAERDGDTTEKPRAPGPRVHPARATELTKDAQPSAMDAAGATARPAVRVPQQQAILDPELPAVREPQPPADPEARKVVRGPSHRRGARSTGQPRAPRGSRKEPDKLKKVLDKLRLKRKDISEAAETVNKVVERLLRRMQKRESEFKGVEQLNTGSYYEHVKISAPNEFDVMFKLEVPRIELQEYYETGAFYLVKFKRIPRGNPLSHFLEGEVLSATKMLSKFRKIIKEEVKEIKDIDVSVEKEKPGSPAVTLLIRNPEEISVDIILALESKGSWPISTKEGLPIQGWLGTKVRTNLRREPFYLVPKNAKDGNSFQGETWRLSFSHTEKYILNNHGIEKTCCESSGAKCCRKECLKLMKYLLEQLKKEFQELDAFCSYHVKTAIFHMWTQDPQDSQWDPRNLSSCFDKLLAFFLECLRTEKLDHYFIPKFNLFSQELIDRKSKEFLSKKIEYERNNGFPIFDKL
Starred values were filed as active, the others as inactive; & = joins results of further samples.

SMILES | mcGAS RapidFire
O=[N+]([O-])c1ccccc1NNC(=S)NC1CC2CCC1C2 (centres undefined) | -8
CCC(=O)NCc1nc2c(cnn2-c2ccccc2)c(=O)[nH]1 | -8
Cc1ccc(OCC(=O)Nc2ccccc2Cl)cn1 | -1
CCCCCCC1(C)NC(=O)N(CC(=O)c2c(C)[nH]c(C)c2C(=O)OCC)C1=O (centres undefined) | -23
CCN(c1ccccc1C)S(=O)(=O)c1ccc(O)c(C(=O)O)c1 | 4
CCOc1ccccc1-n1ccc2c(cnc3ncnn32)c1=O | -13
COc1ccc(-c2c(NC(=O)C(C)C)oc3c(C)cccc3c2=O)cc1 | -6
Cc1sc2nc(CN3CCCC3)nc(NC3CCCC3)c2c1C | 1
Cn1cc(CN(C(=O)C2CCCN(Cc3ccco3)C2)C2CC2)cn1 (centres undefined) | -11
CCOC(=O)C1C(=O)CC(O)(c2ccccc2)CC1C=C(Cl)Cl (centres undefined) | -2
OC1(c2ccccc2)Cc2cccc[n+]2C1c1ccccc1 (centres undefined) | 4
CN(C)CCOc1cccc2c1Sc1ccccc1CC2O (centres undefined) | -29
C[C@@]1(O)CCN(C(=O)CCCN2CCOCC2)C[C@@H]1Cc1ccccc1 | -13
COc1cc(-c2n[nH]c(Cc3ccccc3)n2)nc(OC)n1 | -3
O=P1(c2ccccc2)C=Cn2c1cc1c2CCCC1 (centres undefined) | -7&3
Nc1cccc(-n2cnnn2)c1 | -3
C=C(C)COc1ccc(C(=O)NC(CC)c2cnn(C)c2)cc1 (centres undefined) | -7
CN(C1CCCCC1)S(=O)(=O)N1CCN(c2cccc(F)c2C#N)CC1 | 2
CCc1n[nH]c(=O)c(-c2nc(-c3cc(C)ccc3C)cs2)c1CC | -6
Cc1nn(CC(=O)c2c(N)n(CC(C)C)c(=O)n(C)c2=O)c(C)c1[N+](=O)[O-] | -12
CC(C)(C)NC(=O)C1CSCN1S(=O)(=O)c1ccccc1S(C)(=O)=O (centres undefined) | 6
COc1cc2c(cc1OC)C1(C)N(CC2)C(OC(C)=O)=NN1c1ccccc1 (centres undefined) | -5
CN(CC(=O)c1ccc(O)cc1)Cc1ccc(CO)o1 | -20
NC(=O)c1ccc(NC(=O)CC2(C(=O)O)Cc3ccccc3C2)cc1 | -4
O=C(NN=Cc1c(F)c(F)c(F)c(F)c1F)C1CC1 | -6

Quoted from the entries so far for reference:
SMILES | mcGAS RapidFire
O=[N+]([O-])c1ccccc1NNC(=S)NC1CC2CCC1C2 (centres undefined) | -8
CCC(=O)NCc1nc2c(cnn2-c2ccccc2)c(=O)[nH]1 | -8
Cc1ccc(OCC(=O)Nc2ccccc2Cl)cn1 | -1

The list goes on:
SMILES | mcGAS RapidFire
Cc1nc(C(C)N(C)C(=O)Nc2ccc3c(c2)OCO3)c(C)s1 (centres undefined) | 11
COc1cccc(O)c1CN1CCN(C2CCCCC2)C(=O)C1 | -10
CC1=CC[C@@H]2CN(C(=O)Cc3ccc(S(C)(=O)=O)cc3)C[C@@H]2C1 | 8
CN(C)C(=O)CSc1nnc(-c2ccccc2F)n1C1CCCCC1 | -4
Cc1ccc(CNC(=O)C(C)Sc2nc3sccc3c(=O)[nH]2)cc1 (centres undefined) | -2
CC1(C(=O)Nc2ccc3c(c2)OCO3)CCN1Cc1ccc(-c2ccccc2)o1 (centres undefined) | -9
Cc1nonc1NC(=O)c1ccc(C(C)(C)C)cc1 | 14
COc1ccc(-n2cccn2)c(CN2CCCCC2c2ccccn2)c1 (centres undefined) | -16
Cc1nnc(-c2cccc(C#N)c2)n1C(C)c1ncc(C(C)(C)C)o1 (centres undefined) | -7
COc1cc([N+](=O)[O-])ccc1NC(=O)C(C)OC(=O)c1cccs1 (centres undefined) | -10
CCc1ccc(S(=O)(=O)Nc2ccc3c(c2)C(=O)Nc2ccccc2O3)s1 | -3
O=C1COCc2cc(-c3cccnc3)ccc2N1Cc1ccccc1 | -9
COc1ccc(OC)c(C2CCN(Cc3nnc(-c4ccc(C)n4C)o3)C2)c1 (centres undefined) | -21
O=c1cc(CSc2nnc3n2CCCCC3)c2c(ccc3ccccc32)o1 | 11
Brc1ccc(C2=Nc3nnnn3C(c3ccc(Br)cc3)C2)cc1 (centres undefined) | -3
O=C(CC1CCCCC1)NCCNC(=O)N1CCSCC1 | 4
COc1ncccc1CN1CCN(c2ccc(C(N)=O)cn2)CC1 | -27
Cc1n[nH]c(=S)n1NCC#Cc1ccccc1 | -2
CC1=CCCC(C)(C)C1/C=C/C(C)=N\O (centres undefined) | 2
Cc1c(Cl)cccc1NC(=O)CC(=O)N1CCCCC1c1cccnc1 (centres undefined) | -29
CCCC(=O)NCc1ccc(N2CC(C)OC(C)C2)c(F)c1 (centres undefined) | -16
CCn1c(=O)c2c(nc3n(-c4cc(C)ccc4C)c(C)cn23)n(C)c1=O | -10
CC(=O)Nc1ccc(CN2C(=O)C(C)ON=C2c2ccc(CN3CCOCC3)cc2)cc1 (centres undefined) | -8
Cc1ccc(CC2(O)CCN(CCOc3ccc(O)cc3)CC2)cc1 | -14
Cc1cc(C(=O)N/N=C2\CCCC(=O)C2)c(C)n1-c1ccccc1 | 0
Later entries
SMILES | mcGAS RapidFire
Oc1oc(-c2ccc(Cl)cc2)nc1C=Nc1ccccc1I | -9
C=CCOc1nc(OCC)nc(N2CCCCC2)n1 | 1
COc1ccccc1OCCNS(=O)(=O)c1ncn(C)c1Cl | -12
O=C(Nc1ncn[nH]1)C1CCCN1C(=O)C1CCCCC1 (centres undefined) | -17
COc1ccc(-c2ncncc2C(C)C)c(C)c1 | -12
COc1ccc(C2(C(=O)N3CCC4(CN(C)C(=O)O4)C3)CCCC2)cc1 (centres undefined) | -1
CCC(C(=O)Nc1cc(C)on1)N1CCN(c2ccccc2C)CC1 (centres undefined) | -12
CC(C)NC(=O)NC1C2C3CCC(C3)C12 (centres undefined) | -12
Cc1cccc(-c2nnc(C(C)Sc3nnc(C4CC4)n3C3CC3)o2)c1 (centres undefined) | -5
O=S(=O)(c1ccc(F)cc1)N1CCSC1c1ccccc1 (centres undefined) | -12
O=C(Oc1cc(=O)oc2c1c(=O)n1c3c(cccc23)CC1)c1ccc(Cl)cc1 | -8
N#Cc1c(F)cccc1NCC(O)c1ccc(Cl)cc1 (centres undefined) | -13
O=C1O/C(=C2\CCc3ccccc32)c2ccccc21 | -7
CN1CC2(CCN(C(=O)CCCOCc3ccccc3)C2)OC1=O (centres undefined) | -13
CCOc1c(CC)cnc2c1c(=O)n(Cc1ccccn1)c(=O)n2C | 5
Cc1ccc(-n2ncc3c(=O)n(NC(=O)c4ccc5c(c4)OCO5)cnc32)cc1C | -2
COc1ccc(-c2c(NC(=O)c3ccco3)n(-c3ccccc3)nc(C)c2=O)cc1 | -11
CC(C)c1cc(C(=O)N2CCCC(C(=O)c3ccc4ccccc4c3)C2)nc(N)n1 (centres undefined) | -13
CCOc1cc(C(=O)N/N=C\C2CC3C=CC2C3)cc(OCC)c1OCC (centres undefined) | -13
O=C(CSc1nnc2n1CCCCC2)c1ccc(Cl)s1 | -5
O=c1oc(-c2cccs2)nc2ccc(Cc3ccc4nc(-c5cccs5)oc(=O)c4c3)cc12 | -7
Cc1noc(NS(=O)(=O)c2ccc(N)cc2)c1C | -6&1&19
c1cc(CCN2CCN(C3CCC4(CCNCC4)CC3)CC2)ccn1 | -5
Cc1cccc(C(=O)Nc2cc(C(C)(C)C)nn2C)n1 | -7
COCC1(C(=O)NCCn2ccnc2)CCC1 | -7

6 entries picked at random from those above:
SMILES | mcGAS RapidFire
N#Cc1c(F)cccc1NCC(O)c1ccc(Cl)cc1 (centres undefined) | -13
Cc1n[nH]c(=S)n1NCC#Cc1ccccc1 | -2
COc1ccc(-n2cccn2)c(CN2CCCCC2c2ccccn2)c1 (centres undefined) | -16
CC1=CCCC(C)(C)C1/C=C/C(C)=N\O (centres undefined) | 2
COc1cc([N+](=O)[O-])ccc1NC(=O)C(C)OC(=O)c1cccs1 (centres undefined) | -10
CCCC(=O)NCc1ccc(N2CC(C)OC(C)C2)c(F)c1 (centres undefined) | -16

Later entries.
SMILES | mcGAS RapidFire
COc1ccc(-c2cc(C(C)C)nc(C(F)(F)F)n2)c(OC)c1OC | -14
COC(=O)c1cc(-c2cccc(OC)c2)on1 | 5
Nc1n[nH]c(C2COc3ccccc3O2)n1 (centres undefined) | 2
CC(c1ccncc1)N1CC23C=CC(O2)C(C(=O)N[C@@H]2C[C@H]4CC[C@@H]2C4)C3C1=O (some centres undefined) | -5
CCCCNC(=O)NNC(=O)c1sc2cc(CC)ccc2c1Cl | -5
O=C1CSC(c2c(F)cccc2Cl)N1c1ccc(O)cc1 (centres undefined) | -10
CN(c1ccc(C(=O)COc2ccccc2Cl)cc1)S(C)(=O)=O | 7
CN1C(=O)Cc2cc(Br)ccc21 | -10
Oc1nc(-c2ccc(Br)cc2)n2ccncc12 | -2
O=C1CC(NC2CCCC2)C(=O)N1c1ccc(Cl)cc1 (centres undefined) | -11
CC(=O)c1sc(NC(=O)c2nn(CC(C)C)c(=O)c3ccccc23)nc1C | 5
COc1ccc(-n2nc([N+](=O)[O-])c(=NC3CCCCCC3)n2O)cc1 | -3
O=S1(=O)N=C(CSc2ccccc2F)Nc2ccccc21 | 3
C=CCN(Cc1ccccn1)C(=O)c1ccc(-n2cccc2)cc1 | -52
Cc1n[nH]c(C)c1CCCNC(C)CC(F)(F)F (centres undefined) | 6
CC1(CC(=O)NN=Cc2ccc(Br)o2)SCCS1 | -7
COC(CNC(=O)c1cn(C)c2c(=O)n(-c3ccccc3)c(=O)[nH]c12)OC | -32
OC(CN1CCC(CN2CCCCCC2)CC1)c1ccc(OC(F)F)cc1 (centres undefined) | -14
COC(=O)c1cc(C)nc(N2CC3ON=C(c4ccccc4)C3C2)n1 (centres undefined) | 3
CC(=O)Nc1ccc(-c2nc(-c3cc(C)ccc3C)cs2)cc1 | -3
CC(C)(C)n1ncc(NCc2cccc3c2OCO3)c(Cl)c1=O | -9
CC(NC(=O)CNC(=O)c1ccccc1)C(=O)NC1CCCC1 (centres undefined) | 1
O=C(NCC1CCCO1)c1ccc2nc(-c3ccccc3)c(-c3ccccc3)nc2c1 (centres undefined) | -4
Cc1cc(C)n2nn[n+](C)c2n1 | 34
CC(C)c1[nH]nc(C(=O)NOC2CCCCO2)c1Br (centres undefined) | -10
Next part:
SMILES | mcGAS RapidFire
Cc1ccc(C2=CSC3=NS(=O)(=O)CCN23)s1 | -9
Cc1nc2cc(C(=O)N3CC(c4cccnc4)C3)ccc2n1-c1ccccc1 | -37
CCCN(CC#Cc1ccccc1)C(=O)c1ccc2c(c1)nnn2C | -5
CCC(C)c1csc(NC(=O)N2CCN(c3cnccn3)CC2)n1 (centres undefined) | -16
Cc1ccc(Cn2c(CCNC(=O)C(C)(C)C)nc3ccccc32)cc1 | 2
CC/C=C(/C)C(=O)N1CCCC(NS(C)(=O)=O)C1 (centres undefined) | -11
CC1(C)CC2C1CCC1(C)OC2(C)CCC1O (centres undefined) | -9
CNC(=O)CN1CCC(NC(=O)c2ccc(-n3cncn3)cc2)CC1 | 3
COc1ccc(/C=N\n2c(-c3ccc(Cl)cc3)csc2=N)cc1 | -2
OC1CSc2nc3ccccc3n2C1 (centres undefined) | -16
COc1ccc(N2C(=O)CN(C(=O)CCc3ccccc3OC)CC2(C)C)cc1 | -10
CC(C(=O)NC1CC1)S(=O)(=O)Cc1cccc(F)c1 (centres undefined) | -7
CCCC(NC(=O)c1csc(C)n1)c1ccc(F)cc1F (centres undefined) | -8
Cc1c[nH]c(CNC(=O)CCNC(=O)c2ccccc2F)c(C)c1=O | -10
CC(C)N(CC1CCCN(C(=O)C(C)(C)n2cc(Cl)cn2)C1)C(=O)OC(C)(C)C (centres undefined) | -9
COCCN(Cc1nccs1)C(=O)c1oc2cc(C)ccc2c1C | -10
CCn1nnc2c(=O)n(CC(=O)c3ccc(OC)cc3)cnc21 | -1
CC(=O)Nn1ccc2c(nnc3c(-c4ccc(Cl)cc4)cnn32)c1=O | -8
O=C1c2ccccc2CSc2sccc21 | -3
COc1ccc(C(=O)N2CCCC(n3cc(C(=O)NCCO)nn3)C2)o1 (centres undefined) | 10
O=C(c1ccco1)N1CCN(C(=O)[C@H]2c3ccccc3C(=O)N(CCc3c[nH]c4ccccc34)[C@H]2c2ccccc2)CC1 | 6
CC(NC(=O)c1ccc(F)cc1F)(C(N)=O)c1ccccc1 (centres undefined) | -7
CCCCOc1ccc(OCCCN2CCOCC2)cc1 | -4&-4
COc1ccc(N2CCC(Nc3cnn(C)c(=O)c3Cl)CC2)cc1 | -26
O=S1(=O)CCNCN1 | 1
CCc1cnc(C)nc1N1CCC(N2CCCC2=O)CC1 | -9
CCN(C(=O)CSc1nnc(NC2CC2)s1)C1CCS(=O)(=O)C1 (centres undefined) | -5
Cc1c(N(C)S(=O)(=O)c2cccc(C(=O)Nc3cccnc3)c2)c(=O)n(-c2ccccc2)n1C | -3

Rewritten as a markdown table: entries from further up
| Structure | mcGAS RapidFire |
| --- | --- |
| OC1CSc2nc3ccccc3n2C1 (centres undefined) | -16 |
| COc1ccc(N2C(=O)CN(C(=O)CCc3ccccc3OC)CC2(C)C)cc1 | -10 |
| CC(C(=O)NC1CC1)S(=O)(=O)Cc1cccc(F)c1 (centres undefined) | -7 |
| CCCC(NC(=O)c1csc(C)n1)c1ccc(F)cc1F (centres undefined) | -8 |
| Cc1c[nH]c(CNC(=O)CCNC(=O)c2ccccc2F)c(C)c1=O | -10 |
| CC(C)N(CC1CCCN(C(=O)C(C)(C)n2cc(Cl)cn2)C1)C(=O)OC(C)(C)C (centres undefined) | -9 |

The list is partial; the hit share may differ from the screen's.
